High-throughput results as filed in PubChem BioAssay.
CAL PDZ FP-1: human CAL PDZ-peptide interaction inhibition; Q9HD26; 330,000 compounds, 0.02% hits; AID 504414; inhibition, % at 20 µM; purified CAL PDZ, TMR-peptide fluorescence polarization, 1 h;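 active = highest replicate inhibition of at least 40%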;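 note: plate controls were DMSO neutral control wells for no effect and unlabeled competitor peptide control wells for full effect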
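Material: tagged CAL PDZ protein CerCALP, purified; buffer or medium: sodium phosphate/NaCl buffer pH 7.4 with TCEP, IgG, Thesit; also added: fluorescent TMR peptide probe; schedule: 1 h incubation at room temperature before polarization reading; technique: fluorescence polarization from S- and P-plane intensities, G-factor corrected; control set: unlabelled peptide and DMSO controls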
CDK5 inh: CDK5/p35 (human) kinase inhibition | inhibition, % at 10 µM | AID 488839 | Recombinant CDK5/p35, ADP-Glo luminescence, 60 min | Q00535+Q15078 | 330,000 compounds, 0.01% hits;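 active = highest replicate inhibition of at least 50% and at least 75% of replicates reaching 50%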;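 note: plate controls were DMSO neutral control for no effect and GW8510 at 10 µM for full effect; many of its hits are not listed in these tables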
Target sequence (Q00535 whole entry, looked up): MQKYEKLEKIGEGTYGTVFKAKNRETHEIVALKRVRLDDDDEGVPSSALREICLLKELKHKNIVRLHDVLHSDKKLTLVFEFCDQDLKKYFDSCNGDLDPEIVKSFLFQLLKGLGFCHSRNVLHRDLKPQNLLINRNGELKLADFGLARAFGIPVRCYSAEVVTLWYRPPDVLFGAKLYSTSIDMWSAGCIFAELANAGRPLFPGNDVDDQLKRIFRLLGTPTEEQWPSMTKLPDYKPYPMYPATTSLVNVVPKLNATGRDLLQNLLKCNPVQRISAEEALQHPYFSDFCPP
Target sequence (Q15078 whole entry, looked up): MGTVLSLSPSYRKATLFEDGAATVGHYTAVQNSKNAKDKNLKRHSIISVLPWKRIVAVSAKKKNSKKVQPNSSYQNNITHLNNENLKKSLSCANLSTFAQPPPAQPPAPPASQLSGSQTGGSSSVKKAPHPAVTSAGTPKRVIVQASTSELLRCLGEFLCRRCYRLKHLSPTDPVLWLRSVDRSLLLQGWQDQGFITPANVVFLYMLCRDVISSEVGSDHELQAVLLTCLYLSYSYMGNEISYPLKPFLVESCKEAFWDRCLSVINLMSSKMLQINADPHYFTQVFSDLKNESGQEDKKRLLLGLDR
MITF act: activators of MITF-driven TRPM1 promoter activity in SK-MEL-5 cells. SK-MEL-5 TRPM1-promoter luciferase, 24 h; % of positive control, neutral wells = 0. AID 588334. activation, % at 12.5 µM. 300,000 compounds, 0.75% hits;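 active = mean activation of at least 80% with every replicate also reaching 80%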;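 note: 0% = neutral control wells and 100% = parthenolide positive control wells; values of inactives mirror those of a sister screen read the other way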
Rtt109 HAT inh: blocks Candida albicans Rtt109/Vps75 acetyltransferase activity | Q5AAJ8 | 330,000 compounds, 0.16% hits | inhibition, % at 34.9 µM | AID 540336 | purified Rtt109/Vps75, ThioGlo CoA-SH fluorescence, 4 h;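 active = inhibition of at least 50% in every replicate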
Target sequence (Q5AAJ8 whole entry, looked up): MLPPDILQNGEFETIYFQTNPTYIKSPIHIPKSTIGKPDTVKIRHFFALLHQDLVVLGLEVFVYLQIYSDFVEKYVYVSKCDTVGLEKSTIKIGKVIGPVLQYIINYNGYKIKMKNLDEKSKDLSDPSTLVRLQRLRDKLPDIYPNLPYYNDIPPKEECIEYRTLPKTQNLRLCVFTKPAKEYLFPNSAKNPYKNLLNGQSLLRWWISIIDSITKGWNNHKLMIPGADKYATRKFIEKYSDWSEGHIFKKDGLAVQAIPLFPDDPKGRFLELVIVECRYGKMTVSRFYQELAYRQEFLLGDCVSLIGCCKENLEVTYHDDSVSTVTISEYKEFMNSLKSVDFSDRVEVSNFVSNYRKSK
CAL PDZ FP-2: blocks peptide binding to the human CAL PDZ domain | inhibition, % at 24.9 µM | AID 602252 | purified CAL PDZ, TMR-peptide fluorescence polarization, 1 h | Q9HD26 | 300,000 compounds, 0.92% hits;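 active = mean inhibition of at least 30% with at least half of replicates also reaching 30%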;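 note: 0% = DMSO neutral control and 100% = excess unlabeled competitor peptide PRC23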
RTF Ca sens act: increases calcium sensitivity of human cardiac regulated thin filaments | 340,000 compounds, 0.24% hits | activation, % at 7.2 µM | IANBD-labeled TnC RTF fluorescence at EC20 calcium; 0% EC20 calcium, 100% full calcium;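 active = activation above the mean over all tested compounds plus 3 SD, cut at about 30% in these data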;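 note: rise in fluorescence read as greater calcium sensitivity of cardiac thin filaments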
dFosB act: enhances mouse delta FosB homodimer DNA binding. purified delta FosB, TAMRA-CDK5 oligo fluorescence polarization; percent of positive-control signal above neutral wells. 340,000 compounds, 0.99% hits. AID 493131. activation, % at 25 µM;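 active = mean activation above about 17%, with every replicate also reaching it, limit read from the data, passing the limit was not always enough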;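 note: fluorescence polarization rise as delta FosB binds a TAMRA Cdk5 AP-1 oligo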
Tat export inh: E. coli Tat transport inhibition; E. coli MC4100 TorA-mCherry Tat export, fluorescence; inhibition, % at 10 µM; 340,000 compounds, 0.036% hits; AID 488895;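 active = mean replicate inhibition at least 50% and at least half of replicates individually reaching 50%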;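 note: exported cargo escapes ClpAP degradation while cytoplasmic cargo is degraded and loses fluorescence; 0% = median of neutral control wells and 100% = median of NaSCN control wells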
Wnt act: activators of Wnt/beta-catenin signaling | Wnt/beta-catenin reporter cell assay, activator, plate reader | activation, % at 9.35 µM | 300,000 compounds, 1.2% hits; in the data active = activation above about 30%, passing the limit was not always enough;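 note: 0% = neutral control wells and 100% = positive control wells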
V-ATPase pH: yeast V-ATPase proton transport regulation by pHLuorin. S. cerevisiae, pHLuorin cytosolic pH fluorescence. response, % at 10 µM. 350,000 compounds, 0.37% hits. AID 504577; in the data active = response mostly above about 7.3%, no sharp cut-off; inactive = mostly below about 5.4%; note: actives read high; inactives centre near 0; some compounds called inactive have numbers as strong as hits
Numbers without * were called inactive; x = no result given. This is a random part of the collection. Share with any hit: about 4.1%.

Screens by letter – A = CAL PDZ FP-1; B = CDK5 inh; C = MITF act; D = Rtt109 HAT inh; E = CAL PDZ FP-2; F = RTF Ca sens act; G = dFosB act; H = Tat export inh; I = Wnt act; J = V-ATPase pH
> Cc1cc(N2CCOCC2)nc2ccc(NC(=O)CCC(=O)N3CCN(c4ccc(F)cc4)CC3)cc12
  A = -2.5	B = 1.4	C = 9	D = 21	E = -6	F = 0	G = -2	H = -1	I = 4	J = -3

> c1ccc(CCc2nn3c(Cc4ccccc4)nnc3s2)cc1
  A = x	B = 1.1	C = 3	D = 0	E = -1	F = -14	G = 0	H = -5	I = x	J = -3

> O=C(CCc1ccc(S(=O)(=O)N2CCOCC2)cc1)Nc1nc(COc2ccccc2)cs1
  A = -2.3	B = 0.4	C = -17	D = 3	E = -5	F = -1	G = -11	H = -6	I = x	J = 1

> Cc1cccc(C(=O)NCC(=O)N2CCCC2)c1
  A = -1.5	B = 1.1	C = 10	D = 0	E = -2	F = 0	G = 0	H = -5	I = 5	J = 4

> COc1ccc(C(C)(C)C)cc1NC(=O)c1ccc[n+]([O-])c1
  A = -1.8	B = -2.8	C = -4	D = -1	E = -6	F = 5	G = 1	H = 7	I = 1	J = 2

> CCN1CCN(c2ccc(S(=O)(=O)N3CCCC3)cn2)CC1
  A = -0.6	B = 0.1	C = -2	D = -1	E = 2	F = 7	G = -3	H = -2	I = 0	J = -2

> O=C(Cn1c2ccccc2c(=O)c2cc([N+](=O)[O-])ccc21)Nc1ccccc1Cl
  A = -0.9	B = 0.9	C = -12	D = 5	E = 2	F = -2	G = 63*	H = 3	I = -6	J = 1

> CCN1CCN(CCCNC(=O)CCC(=O)N2CCOc3ccc(Cl)cc32)CC1
  A = -0.1	B = 0.0	C = x	D = -6	E = 26	F = 14	G = 0	H = 7	I = 0	J = 6

> O=S(=O)(c1ccc2c(c1)CCN2)N1CCCC1
  A = 0.1	B = -0.5	C = 5	D = -3	E = -1	F = 0	G = -12	H = -7	I = 9	J = 4

> CC[C@@H]1CN(C)[C@H]2Cc3c([nH]c4ccccc34)C(=O)C[C@@H]1[C@@H]2C(=O)OC
  A = -0.2	B = 0.9	C = x	D = 0	E = 3	F = 4	G = 3	H = -6	I = 1	J = -1

> Cc1cccc(N2CCN(C(=O)c3ccc(N4CCCC4=O)cc3)CC2)c1C
  A = 0.3	B = 1.6	C = -1	D = -11	E = -4	F = 3	G = -11	H = 5	I = x	J = 1

> CC1(C)N=C(C(=O)c2ccccc2)N(O)C1(C)O (stereo unspecified)
  A = -1.4	B = -2.4	C = 5	D = 5	E = 6	F = -7	G = -3	H = -2	I = 5	J = x

> CCNS(=O)(=O)c1ccc(CCC(=O)NC2CCCC2)cc1
  A = -1.5	B = 2.8	C = 10	D = -1	E = -1	F = 8	G = -7	H = 1	I = -1	J = 1

> O=C(CN1C(=O)c2ccccc2S1(=O)=O)NCc1ccccc1
  A = -1.1	B = -3.2	C = 5	D = -7	E = -1	F = -2	G = -6	H = -4	I = 0	J = -2

> Cc1ccccc1NC(=O)Cn1c(NCC(C)O)nc2ccccc21 (stereo unspecified)
  A = -2.6	B = 0.1	C = -3	D = 11	E = -2	F = -7	G = -9	H = -1	I = x	J = -3

> COc1ccccc1NS(=O)(=O)c1ccc(C)c(NS(=O)(=O)c2cc(C(=O)O)cc(C)c2C)c1
  A = -1.8	B = -1.7	C = 6	D = -4	E = -1	F = -1	G = -3	H = -3	I = 2	J = 1

> Cc1cccc(OCCn2cc(/C=N/NC(=O)c3ccncc3)c3ccccc32)c1
  A = 0.4	B = -2.8	C = 5	D = 0	E = -1	F = -2	G = -5	H = 10	I = x	J = -2

> COCCn1c(SCC(=O)Nc2ccc(C(C)=O)cc2)nnc1-c1ccco1
  A = -0.5	B = -0.9	C = 6	D = -4	E = x	F = 4	G = -13	H = 11	I = -2	J = 7

> COc1ccc(-n2c(COc3ccc(Cl)cc3)nnc2SCc2ccc(C#N)cc2)cc1
  A = -0.5	B = 0.0	C = -2	D = 8	E = -2	F = 0	G = 3	H = -2	I = x	J = -3

> COc1ccc(C(CCN2CCOCC2)c2c(O)cc(OC)cc2OC)cc1 (stereo unspecified)
  A = -0.5	B = -0.5	C = 10	D = 4	E = 0	F = 0	G = 0	H = 0	I = -1	J = -2

> Cc1ccc(OC/C(O)=C(\C#N)c2nc3ccccc3s2)cc1
  A = -2.6	B = 0.8	C = 9	D = -19	E = 0	F = -2	G = 1	H = 1	I = -15	J = -2

> Cc1ccc(/C=C/c2onc(C)c2S(=O)(=O)N2CCC(C(=O)N3CCN(C)CC3)CC2)cc1
  A = -2.7	B = x	C = 6	D = 7	E = 0	F = -1	G = -11	H = 8	I = 1	J = 2

> O=C(CCCC(=O)n1cnc2ccccc21)n1cnc2ccccc21
  A = x	B = 0.9	C = -7	D = -1	E = -3	F = -1	G = 6	H = 2	I = -1	J = -1

> O=C(NCC(c1ccco1)N1CCCCC1)C(c1ccccc1)c1ccccc1 (stereo unspecified)
  A = 0.3	B = -2.6	C = -22	D = -4	E = -1	F = 1	G = -4	H = -5	I = -2	J = 2

> CCCCOc1cccc(C(=O)N(Cc2cccs2)C2CCS(=O)(=O)C2)c1 (stereo unspecified)
  A = x	B = -0.7	C = -10	D = 11	E = 6	F = 4	G = -10	H = 4	I = x	J = 0

> Cc1noc(C)c1C(=O)N1CCCC(Nc2ccc(C(C)C)cc2)C1 (stereo unspecified)
  A = -0.9	B = -2.3	C = -4	D = 2	E = -1	F = 1	G = -5	H = -3	I = 1	J = 0

> C/C=C/C(=O)OCc1csc(CC(=O)Nc2ccccc2C)n1
  A = -0.2	B = 0.4	C = -2	D = -9	E = -2	F = 2	G = -7	H = -4	I = -2	J = 10*

> COc1cccc(NC(=O)C2CCCC2)c1
  A = -0.5	B = -0.6	C = 15	D = -2	E = 0	F = -2	G = 5	H = 3	I = 3	J = 5

> CCNC(=O)N1C(=O)C2(OCCO2)c2ccccc21
  A = -0.6	B = -0.9	C = x	D = -10	E = x	F = 2	G = 1	H = -3	I = x	J = 0

> CC(NC(=O)C(=O)N1CCOCC1)C(c1cccs1)N1CCN(c2ccc(F)cc2)CC1 (stereo unspecified)
  A = -1.2	B = -4.5	C = -1	D = -3	E = x	F = -2	G = -4	H = 1	I = 0	J = 0

Full records as entered above. Order of screens: CAL PDZ FP-1 | CDK5 inh | MITF act | Rtt109 HAT inh | CAL PDZ FP-2 | RTF Ca sens act | dFosB act | Tat export inh | Wnt act | V-ATPase pH
O=C(CCc1ccc(S(=O)(=O)N2CCOCC2)cc1)Nc1nc(COc2ccccc2)cs1 reads -2.3 | 0.4 | -17 | 3 | -5 | -1 | -11 | -6 | x | 1
O=C(Cn1c2ccccc2c(=O)c2cc([N+](=O)[O-])ccc21)Nc1ccccc1Cl reads -0.9 | 0.9 | -12 | 5 | 2 | -2 | 63* | 3 | -6 | 1
O=C(NCC(c1ccco1)N1CCCCC1)C(c1ccccc1)c1ccccc1 (stereo unspecified) reads 0.3 | -2.6 | -22 | -4 | -1 | 1 | -4 | -5 | -2 | 2
Cc1ccc(/C=C/c2onc(C)c2S(=O)(=O)N2CCC(C(=O)N3CCN(C)CC3)CC2)cc1 reads -2.7 | x | 6 | 7 | 0 | -1 | -11 | 8 | 1 | 2
Cc1cccc(C(=O)NCC(=O)N2CCCC2)c1 reads -1.5 | 1.1 | 10 | 0 | -2 | 0 | 0 | -5 | 5 | 4

Copied from the list:
Rtt109 HAT inh with `CC(NC(=O)C(=O)N1CCOCC1)C(c1cccs1)N1CCN(c2ccc(F)cc2)CC1` (stereo unspecified) = -3
dFosB act with `C/C=C/C(=O)OCc1csc(CC(=O)Nc2ccccc2C)n1` = -7

(listing goes on)
SMILES,CAL PDZ FP-1,CDK5 inh,MITF act,Rtt109 HAT inh,CAL PDZ FP-2,RTF Ca sens act,dFosB act,Tat export inh,Wnt act,V-ATPase pH
Cn1c(=O)c(=O)n(C)c2cc(S(=O)(=O)Nc3ccc(OC(F)(F)F)cc3)ccc21,-2.0,-1.6,-12,18,-1,2,-7,4,-2,-6
O=C(CC1CCCC1)NNC(=O)c1ccc(Br)cc1,-0.6,-1.0,x,-5,-2,-3,-4,7,10,3
CCn1c(SCC(=O)OC(C)C)nnc1-c1cccc(Cl)c1,-2.6,-0.9,5,x,-2,-1,-3,-9,x,-1
CC(NC(=O)CN1CCN(c2ccc(Cl)cc2)CC1)c1ccccc1 (stereo unspecified),-0.8,-0.2,-10,-3,-4,2,-2,-7,-1,-1
Cc1ccc(Cl)cc1N1CCN(CC(=O)Nc2ccc(CN3CCCCC3)cc2)CC1,-1.1,-4.0,-29,7,-4,3,7,7,x,3
CN1CCN(C2=NC(=O)/C(=C/c3cn[nH]c3-c3ccccc3)S2)CC1,-0.7,1.7,-11,8,x,-4,-18,2,2,1
O=C1Cc2cc(S(=O)(=O)N3CCNCC3)ccc2N1,0.0,0.6,6,2,-5,-2,0,5,-1,3
Cc1ccc(NC(=O)Nc2cccs2)nc1,-0.2,0.7,55,-4,-4,-4,-2,-3,22,-1
CCCCCCNC(=O)CCCCCNS(=O)(=O)c1ccc(OC)cc1,0.1,0.9,11,2,3,-2,-5,-1,-1,0
O=C1CN(C(=O)C2CCC(=O)N(CCc3ccc(Cl)cc3)C2)CCN1 (stereo unspecified),-0.9,2.0,12,-11,-1,1,-2,6,-1,2
